Compound activity as filed in PubChem BioAssay.
MBD2 DNA inh: inhibitors of human MBD2 binding to methylated oligonucleotide. TR-FRET. inhibition, % at 4.4 µM. 370,000 compounds, 0.31% hits. AID 686964; in the data active = inhibition above about 13%
ASAP1 inh: ASAP1 ArfGAP inhibition | ASAP1-stimulated ARF1 GTP hydrolysis, GDP FP detection | inhibition, % at 16.5 µM | 360,000 compounds, 0.19% hits | AID 624377; in the data active = inhibition above about 25%;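 also: 0% = vehicle with enzyme and substrate and 100% = no enzyme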
ARFGAP1 inh: inhibits rat ARF GTPase activating protein 1; Q62848; inhibition, % at 16.5 µM; AID 651572; Arfgap1-stimulated ARF1 GTP hydrolysis, GDP FP detection; 360,000 compounds, 0.26% hits;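 active = inhibition above a per-plate limit, mean inhibition of low control wells plus 3 SD, cut at about 25% in these data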;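 also: 0% = DMSO wells with enzyme and 100% = wells lacking Arfgap1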
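System: truncated rat Arfgap1 GAP domain / Benchmarks: high control wells lacking Arfgap1, low control full reaction with DMSO / Times: compound-enzyme preincubation 20 min, reaction 120 min, detection 60 min, 25 °C / Repeats: one replicate per compound / Also added: human ARF1(Δ1-17)-GTP substrate / Measured by: Tracer-displacement fluorescence polarization with EDTA stop, 620/688 nm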
PLCb3 inh: inhibitors of human phospholipase C beta3; Q01970; Purified PLC-beta3, fluorogenic substrate, fluorescence; inhibition, % at 12.2 µM; 370,000 compounds, 0.18% hits; AID 720704; in the data active = inhibition above about 11%;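 also: 0% = median of compound wells on plate and 100% = full blocker control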
proKLK7 act: activators of human kallikrein-7 zymogen | P49862 | purified proKLK7, EDANS-DABCYL substrate fluorescence; 100% is mature enzyme control, 0% vehicle | activation, % at 7 µM | 370,000 compounds, 0.9% hits;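 active = activation above the mean of all tested compounds plus 3 SD, computed per campaign excluding outliers beyond control limits, cut at about 13% in these data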
ADAM17 inh: ADAM17 inhibition, QFRET primary screen | P78536 | recombinant ADAM17, EDANS/DABCYL FRET peptide cleavage | inhibition, % at 6.95 µM | 370,000 compounds, 0.83% hits;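 active = inhibition above the mean of compounds lying between control limits plus 3 SD, set per campaign, cut at about 8.5% in these data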;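 also: 0% = DMSO-only wells as the low control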
Tn6 DDE FP: disrupts Tn6 cyclic peptide binding to fibrin D-Dimer-E complex; P02675; Fibrin DD(E) TRITC-Tn6 fluorescence polarization displacement; inhibition, % at 8.3 µM; 370,000 compounds, 0.21% hits; AID 720509;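 active = inhibition above a per-campaign cutoff: mean of compounds within control limits plus 3 SD, cut at about 15% in these data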;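 also: 0% = median of all compound wells on the plate and 100% = blocking peptide control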
DDE Tn7 FP inh: DD(E)-Tn7 binding inhibition, primary FP screen. P02675. 370,000 compounds, 0.13% hits. FP displacement of FITC-Tn7 peptide from fibrin DD(E); 0% = median of compound wells per plate. inhibition, % at 8.3 µM;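 active = inhibition above the mean of compounds falling within the control limits plus 3 SD of them, cut at about 14% in these data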;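 also: 0% = plate median of compound wells and 100% = 10 µM Aha-Tn7 peptide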
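Assay system: Human fibrin DD(E) protein | Medium: Tris buffer with calcium and detergent, pH 7.8 | Reagent: 0.1 µM fluorescent Tn7 | Compound dosing: Single point at 8.3 µM | Times: 10 min preincubation, 3 h with tracer, room temperature | Detection: Fluorescence polarization of the labelled Tn7 tracer | Controls: Aha-Tn7 high control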
PLCg1 inh: blocks human PLC-gamma1 enzyme activity; purified PLC-gamma1, fluorogenic substrate, fluorescence; inhibition, % at 12.2 µM; 370,000 compounds, 0.84% hits; in the data active = inhibition above about 9.5%
Target sequence (P19174 whole entry, looked up): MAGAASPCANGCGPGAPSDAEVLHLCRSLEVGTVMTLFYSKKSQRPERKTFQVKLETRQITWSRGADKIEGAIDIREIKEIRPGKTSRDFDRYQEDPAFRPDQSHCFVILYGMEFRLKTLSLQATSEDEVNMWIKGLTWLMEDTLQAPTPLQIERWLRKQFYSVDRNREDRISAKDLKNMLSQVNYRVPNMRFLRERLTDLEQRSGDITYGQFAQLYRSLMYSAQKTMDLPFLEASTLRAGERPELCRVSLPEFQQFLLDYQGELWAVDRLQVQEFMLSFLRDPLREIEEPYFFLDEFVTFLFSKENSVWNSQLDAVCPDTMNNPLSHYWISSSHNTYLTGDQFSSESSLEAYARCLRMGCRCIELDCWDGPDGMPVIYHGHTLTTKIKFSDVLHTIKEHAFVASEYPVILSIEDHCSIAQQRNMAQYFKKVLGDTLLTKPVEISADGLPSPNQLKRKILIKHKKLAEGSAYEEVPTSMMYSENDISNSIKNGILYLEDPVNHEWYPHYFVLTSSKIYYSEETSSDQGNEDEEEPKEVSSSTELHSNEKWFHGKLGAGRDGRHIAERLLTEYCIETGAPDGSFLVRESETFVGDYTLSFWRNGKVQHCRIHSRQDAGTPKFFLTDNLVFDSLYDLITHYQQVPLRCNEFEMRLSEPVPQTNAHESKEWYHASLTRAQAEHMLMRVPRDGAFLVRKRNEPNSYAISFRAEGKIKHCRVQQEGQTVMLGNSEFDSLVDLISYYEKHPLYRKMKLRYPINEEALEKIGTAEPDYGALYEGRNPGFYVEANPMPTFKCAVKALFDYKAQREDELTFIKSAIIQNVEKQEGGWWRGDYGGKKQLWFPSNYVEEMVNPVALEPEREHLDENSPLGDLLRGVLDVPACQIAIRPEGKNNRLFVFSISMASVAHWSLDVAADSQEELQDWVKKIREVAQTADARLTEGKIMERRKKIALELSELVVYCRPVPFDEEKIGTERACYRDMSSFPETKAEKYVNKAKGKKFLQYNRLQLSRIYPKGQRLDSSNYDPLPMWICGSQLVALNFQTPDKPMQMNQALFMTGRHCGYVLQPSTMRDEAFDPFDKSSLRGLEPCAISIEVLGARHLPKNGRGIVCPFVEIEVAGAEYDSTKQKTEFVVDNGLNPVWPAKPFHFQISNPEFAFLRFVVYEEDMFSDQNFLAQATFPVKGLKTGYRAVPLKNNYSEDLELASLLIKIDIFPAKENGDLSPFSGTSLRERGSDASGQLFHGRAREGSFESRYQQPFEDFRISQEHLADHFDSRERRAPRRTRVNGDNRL
UHRF1 binding: blocks human UHRF1 binding to methylated DNA; Q96T88; 370,000 compounds, 0.75% hits; inhibition, % at 4.4 µM; UHRF1 binding to methylated oligo, TR-FRET; in the data active = inhibition above about 21%;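 also: UHRF1 SRA domain binding a hemimethylated CpG hairpin DNA probe; 0% = median of test compound wells and 100% = reference inhibitor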
An asterisk follows results filed as active; · = no result given. Hits appear at their usual frequency; any-hit rate near 4.1%.

Each structure is followed by: MBD2 DNA inh	ASAP1 inh	ARFGAP1 inh	PLCb3 inh	proKLK7 act	ADAM17 inh	Tn6 DDE FP	DDE Tn7 FP inh	PLCg1 inh	UHRF1 binding
CC(=O)NC(CCS(C)(=O)=O)C(=O)Nc1cccc(C)c1 (configuration not stated)
    0.8	-6.2	-6.0	5.2	0.5	0.3	1.8	-3.7	3.0	-0.5
COc1ccc(-n2c(Cc3cccn3C)nnc2SCC(=O)Nc2ccccc2F)cc1
    0.6	8.8	-6.5	-6.4	-0.1	2.4	-7.3	-9.1	-5.3	0.2
CN(CCCN1CCCCC1)C(=O)CCc1nnc(C2CCCCC2)o1
    3.4	-6.0	1.6	-3.9	-0.2	2.2	-4.6	-2.5	-1.3	5.0
CCOc1ccccc1CNC(=O)c1cc2occc2n1C
    2.6	-15.1	-8.9	-20.9	-0.6	-5.4	0.2	-2.0	-17.5	-4.0
CN(C)CC(=O)N[C@H]1C[C@@H]2O[C@H](CO)CC[C@@H]2O[C@@H]1CCc1ccc(-c2ccc(F)cc2)cc1
    3.6	·	·	-3.8	0.5	-4.3	1.1	-7.3	2.5	4.6
O=C(C1CC1)N1CCc2cc(S(=O)(=O)N3CCOCC3)ccc21
    2.2	3.5	5.1	0.3	0.3	-3.2	5.7	6.1	0.4	-2.0
COc1cc(NC(=O)c2cccc3c(-c4cnn(C)c4)coc23)cc(OC)c1OC
    0.7	20.6	17.7	-17.0	0.4	-2.9	-14.8	0.2	-0.8	-0.4
CCN(Cc1nc2ccccc2c(=O)[nH]1)Cc1cc(=O)oc2cc(OC)ccc12
    1.4	5.7	-3.1	-39.5	-1.6	-21.5	0.7	6.9	-32.6	-4.8
CCCN(CC(=O)Nc1ccccc1OC)C(=O)c1cnc(Cl)c(Cl)c1
    1.0	13.6	8.5	-6.0	-0.5	-3.2	6.5	3.1	0.3	1.9
COc1ccc(C(=O)NC2CCN(C(=S)Nc3ccc(C)cc3)CC2)cc1
    0.2	-0.4	4.7	-1.1	-0.2	-0.9	4.8	-9.5	4.5	2.1
COc1cc(OC)cc(-c2cc3nc(C)c(CCC(=O)O)c(C)n3n2)c1
    -0.8	10.1	14.4	-34.4	0.1	-6.9	-6.2	0.0	-29.6	-0.6
S=C1NCN(Cc2ccco2)CN1c1ccccc1
    -3.1	3.1	12.5	-4.0	1.1	0.2	-1.0	-3.3	5.4	-0.7
O=C(OCc1nc2scc(-c3ccccc3)c2c(=O)[nH]1)c1cccc([N+](=O)[O-])c1
    6.5	-6.3	11.4	-2.4	0.0	-0.7	0.4	-3.3	-0.3	7.5
CCCCn1c(N)c(N(CCOC)C(=O)CCNC(=O)c2ccc(Br)cc2)c(=O)[nH]c1=O
    -1.4	-2.0	3.2	-2.2	0.6	-2.8	10.5	-9.4	-3.5	-0.8
CCC(C)C(NC(=O)/C(=C\c1ccccc1)NC(=O)c1ccc(OC)cc1)C(=O)O (configuration not stated)
    -0.2	4.8	1.2	0.3	0.4	-0.5	3.6	-4.7	-1.4	-0.1
O=C(NCCCN1CCOCC1)c1csc2c1CCCC2
    0.3	5.9	-3.2	6.2	0.0	-3.0	-2.1	-1.4	-1.9	-0.2
COc1cc(OC)cc(C(=O)NC(=S)Nc2ccc(Cl)c(C(=O)O)c2)c1
    1.9	-8.6	-0.1	1.6	0.5	-2.3	-0.9	6.9	-0.6	-3.7
NC(=O)c1cc(S(=O)(=O)N2CCOCC2)ccc1Sc1ccccc1N
    0.4	-8.2	10.5	-4.5	0.5	1.6	-8.8	-2.9	-0.6	2.8
Cc1cc(C)n(CC(=O)NNC(=O)c2ccc(OC(F)(F)F)cc2)n1
    -2.8	-5.9	10.3	2.1	-0.2	5.5	4.4	-3.3	1.4	1.8
CC1Oc2ccccc2N(CC(=O)Nc2ccc3c(c2)OCO3)C1=O (configuration not stated)
    1.2	11.1	0.8	6.1	-1.0	6.7	-7.0	2.1	5.2	3.3
CCCS(=O)(=O)C/C(N)=N/OC(=O)c1ccc(Cl)cc1
    -3.1	-3.4	-0.1	-2.5	0.9	0.7	-4.6	-1.1	3.6	1.0
COc1ccc(C)cc1N1CC(C(=O)Nc2ccccc2N2CCCCC2)CC1=O (configuration not stated)
    -2.1	-1.1	2.9	-4.4	0.2	-1.2	4.9	-1.1	-1.7	-1.0
CCCc1nnc(SCC(=O)N2C(C)CCCC2C)n1CC1CCCO1 (configuration not stated)
    4.0	7.8	-0.4	-2.5	0.2	-2.2	2.0	4.3	-2.7	3.5
CCOc1cc(N2CCOCC2)c(OCC)cc1NC(=O)CN1CCc2ccccc2C1
    9.1	8.9	-1.6	10.7*	-0.6	-1.2	0.8	2.2	8.4	6.6
CCOc1ccc(S(=O)(=O)NCc2ccccc2Cl)cc1C(N)=O
    1.9	-3.7	14.6	-4.8	-0.4	-2.2	-2.7	-5.8	2.4	3.7
O=C(CC1Sc2ccccc2NC1=O)NCc1ccccc1 (configuration not stated)
    -3.0	3.4	0.8	-5.3	0.4	-2.5	11.3	-0.7	1.0	0.2
CCCCNC(=O)C(CC)Sc1nc2sc(C(=O)OC)c(C)c2c(=O)n1N (configuration not stated)
    4.4	5.7	-4.5	1.1	0.5	-3.1	-2.4	3.2	-0.5	-2.6
CCN(CC)C1CCN(C(=O)CCc2nnc(CCCCc3ccccc3)o2)C1 (configuration not stated)
    0.6	14.8	-13.2	1.2	0.6	-2.8	2.7	10.2	1.0	-0.2
CC1CCCN(C(=O)CSc2nnc3n(C4CCCC4)c(=O)c4ccccc4n23)C1 (configuration not stated)
    3.7	-7.1	6.0	1.1	-0.2	-2.2	4.1	6.5	-1.1	-0.5
COc1ccc(C(=O)Nc2cc(C)on2)cc1[N+](=O)[O-]
    -1.9	5.3	-0.3	-2.2	0.1	-2.5	-14.5	5.8	-0.4	-1.5
CN1CCN(C2=C(Cl)C(=O)N(C3CCCCC3)C2=O)CC1
    2.5	-5.2	-0.1	-34.3	0.1	-3.0	-4.7	3.0	-23.4	2.7
CSc1nc2sc3c(c2c(=O)n1C)CCCC3
    -0.1	0.2	12.2	2.8	0.2	-1.7	-2.5	0.0	-3.6	-0.4
Cc1cccc(N=Nc2ccc(O)c3ncccc23)c1
    -3.5	-5.9	0.1	3.8	-0.5	0.3	-3.3	-2.9	1.1	-4.3
CCOC(=O)Cn1nc(C)c(-c2ccccc2)c1N
    -3.6	-6.1	6.8	5.2	-0.2	1.8	4.7	-7.7	5.1	10.5
CCCNC(=O)Cc1c(OC)ccc2cc(Br)ccc12
    -4.6	-14.4	-14.0	4.8	0.2	3.4	-0.7	-6.0	0.4	1.5
CCOC(=O)C1=C(CC)Nc2ccccc2N/C1=N\S(=O)(=O)c1ccccc1OC
    0.4	3.4	5.2	-5.0	0.3	-2.8	0.7	-9.3	5.2	1.4
Cc1cc(-c2n[nH]c(=S)n2CC(C)C)cs1
    3.8	3.9	13.1	0.0	0.2	-1.2	5.7	0.5	1.5	-1.2
O=S(=O)(c1ccc2nc(-c3ccccc3)[nH]c2c1)N1CCN(c2cccc(Cl)c2)CC1
    -1.5	11.4	-2.1	1.8	-1.0	2.0	-0.7	2.0	2.5	4.5
COCCCN1CC(=O)N2C(c3cccc(OC)c3OC)c3[nH]c4ccccc4c3C[C@H]2C1=O (some centres not stated)
    -2.7	-0.2	0.5	0.0	1.4	8.2	8.8	-0.4	8.9	0.4
O=S(=O)(c1ccccc1)c1cnc(-c2cccnc2)nc1-c1ccc(Cl)cc1Cl
    1.2	0.7	-9.0	2.5	0.5	-0.6	2.3	4.7	1.2	-0.5
Cc1[nH]c(C)c(S(=O)(=O)NCCc2ccccc2)c1C(=O)N1CCCC1
    3.5	7.4	-0.5	-3.7	-0.3	3.1	-1.0	0.2	0.4	-0.9
CN1/C(=C\C(=O)COC(=O)CNC(=O)c2ccc3ccccc3c2)C(C)(C)c2ccccc21
    -4.5	-0.3	2.0	-86.4	-0.8	-12.7	-4.2	3.5	-65.8	-3.9
O=C(Nc1ccccc1F)C(=O)c1cn(CC(=O)N2CCCCC2)c2ccccc12
    0.8	1.0	3.7	0.9	-0.4	6.2	-4.2	-8.9	-1.0	0.0
COc1ccc(Cc2c(-c3ccccc3)nc3ccc(C)cn23)c(C)c1
    3.7	-9.5	18.2	-31.2	-0.4	-1.7	-7.5	-0.9	-19.8	19.7
CCNC(=O)C1(C)CCCN(C(=O)c2csc3ccccc23)C1 (configuration not stated)
    2.1	-11.2	-10.2	0.5	-0.1	-4.7	-3.4	2.8	1.8	1.9

An excerpt of these results, tab-delimited.
compound	MBD2 DNA inh	ASAP1 inh	ARFGAP1 inh	PLCb3 inh	proKLK7 act	ADAM17 inh	Tn6 DDE FP	DDE Tn7 FP inh	PLCg1 inh	UHRF1 binding
Cc1[nH]c(C)c(S(=O)(=O)NCCc2ccccc2)c1C(=O)N1CCCC1	3.5	7.4	-0.5	-3.7	-0.3	3.1	-1.0	0.2	0.4	-0.9
CN1/C(=C\C(=O)COC(=O)CNC(=O)c2ccc3ccccc3c2)C(C)(C)c2ccccc21	-4.5	-0.3	2.0	-86.4	-0.8	-12.7	-4.2	3.5	-65.8	-3.9
O=C(Nc1ccccc1F)C(=O)c1cn(CC(=O)N2CCCCC2)c2ccccc12	0.8	1.0	3.7	0.9	-0.4	6.2	-4.2	-8.9	-1.0	0.0

Next part.
Each structure is followed by: MBD2 DNA inh	ASAP1 inh	ARFGAP1 inh	PLCb3 inh	proKLK7 act	ADAM17 inh	Tn6 DDE FP	DDE Tn7 FP inh	PLCg1 inh	UHRF1 binding
O=C(O)c1ccc[nH]c1=S
    -0.3	-12.3	0.8	-5.0	-0.6	-3.7	3.0	5.8	-1.0	7.5
COc1ccc2oc(=O)c(-c3nc(C)cs3)cc2c1
    -6.3	3.0	12.5	-277.6	-1.2	-80.2	-4.4	-0.8	-210.2	0.7
COc1ccccc1C(=O)N1CCNC(=O)C1CC(=O)Nc1cccc(C)c1 (configuration not stated)
    -3.0	3.3	4.2	6.3	-0.1	2.1	-0.5	-3.5	3.6	-2.4
C#CCNC(=O)C1=C[C@H](C(C)(C)C)C[C@H](OCc2ccc(CO)cc2)O1
    -2.1	9.0	-1.7	-2.3	0.2	-4.2	-0.1	8.5	-3.5	3.8
Clc1ccc(OCc2nn3c(-c4ccncc4)nnc3s2)cc1
    1.4	-8.1	-3.0	2.0	-0.2	-1.9	1.4	3.3	0.1	-1.4
CC(C)(O)C#Cc1ccc(C(=O)N2CCC(C(N)=O)(N3CCCCC3)CC2)cc1
    2.5	-7.8	7.4	2.0	-0.1	-2.1	0.1	0.7	-1.7	-1.2
Cc1ccc(S(=O)(=O)NC[C@H]2CN(S(=O)(=O)c3ccc(C)cc3)[C@@H](Cc3ccccc3)CO2)cc1
    4.2	·	·	-0.7	·	6.0	5.1	-2.8	0.4	5.3
C#CC1(O)CC(C)NCC1(C)CCC#N (configuration not stated)
    3.4	10.5	1.0	2.2	-0.2	0.0	4.0	-9.1	2.6	0.0
Cc1ccc(S(=O)(=O)NCC(=O)OCCOc2ccc(Br)cc2)cc1
    -7.0	-10.2	-9.7	-2.4	-0.3	-5.0	2.6	4.0	5.4	14.8
